# Bioassay records as filed in PubChem BioAssay.
# RSV antiviral HEp-2: inhibition of RSV-induced cytopathic effect – HEp-2 cells, primary 10 µM value included (AID 2391). HEp-2 cells, RSV-induced CPE inhibition; higher % means a stronger effect. 310,000 compounds, 0.13% hits. CPE inhibition, % at 10 µM; hits with a dose series show IC50 in µM; in the data active = a potency from the dose series; inconclusive = CPE inhibition mostly from about 23% at the one dose, without a potency; inactive = the rest, 99 in 100 with CPE inhibition below about 21%; also: strong numbers were not always called active
# WT yeast gro inh: growth inhibition of WT yeast, mitochondrial fusion screen; mitochondrial fusion phenotypic screen, WT strain; inhibition, % at 10 µM; 190,000 compounds, 2.1% hits; in the data active = inhibition above about 58%; tested in S. cerevisiae
# PMI inhibition: human PMI inhibitors, high substrate, primary screen, biochemical, fluorescence intensity, high mannose 6-phosphate (AID 1220). 190,000 compounds, 0.66% hits. one-dose inhibition, % at 20 µM; IC50 in µM for titrated hits. recombinant PMI enzyme, coupled fluorescence intensity; higher % means a stronger effect
# Myeloid diff 2: compounds promoting myeloid differentiation; ER-HoxA9 myeloid progenitors, lysozyme-GFP differentiation, flow cytometry; calls only at 10 µM; 360,000 compounds, 1% hits; AID 624256;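 active = normalized GFP-positive differentiation at or above the plate's own cutoff, the solvent-only control mean plus 3 SD; inconclusive = no clear call, values can overlap the other calls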;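 also: cells exposed to compound for four days before flow analysis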
# PhoP inhibition: inhibitors of PhoP regulon expression, primary screen, Salmonella Typhimurium, GFP reporter (AID 1863) | 300,000 compounds, 0.16% hits | S. Typhimurium PhoP-regulated promoter GFP reporter, 4 h; higher % means a stronger effect | inhibition, % at 50 µM, or IC50 in µM where a hit was titrated;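 active = inhibition over 29.93%, a cutoff 3 SD above the screen mean, later confirmed by dose response; inconclusive = inhibition over 29.93% but no dose response follow-up; inactive = inhibition at most 29.93% or unconfirmed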;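 also: 0% = low Mg2+ inducing control and 100% = high Mg2+ repressing control; strong numbers were not always called active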
# TNAP activators: stimulation of alkaline phosphatase TNAP activity – biochemical, luminescent, no phosphate acceptor, uHTS, primary screen (AID 1001). purified TNAP, luminescent activation assay, no phosphate acceptor; higher activation fold means a stronger effect. one-dose activation fold at 20 µM; EC50 in µM for titrated hits. 200,000 compounds, 0.03% hits; in the data active = activation fold from about 3, or a potency from the dose series; inactive = the rest, 99 in 100 with activation fold below about 1.6; also: many of its hits are not listed in these tables
# SIAH1 antagonists: blockers of Siah-1 interaction with plectin peptide – biochemical, fluorescence polarization, rhodamine-plectin, uHTS, primary screen (AID 1817); Siah-1 / rhodamine-plectin peptide fluorescence polarization; higher % means a stronger effect; displacement, % at 20 µM, or IC50 in µM where a hit was titrated; 290,000 compounds, 0.02% hits;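 active = displacement of at least 50% at 20 µM, with a fluorescence ratio check between 0.3 and a set limit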;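 also: plate controls were Siah plus tracer with DMSO for no effect and tracer alone without Siah for full effect; strong numbers were not always called active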
# XIAP antagonists: XIAP antagonists, biochemical, IAP family, fluorescence polarization (AID 1018). XIAP BIR domain, fluorescence polarization peptide displacement; higher % means a stronger effect. displacement, % at 20 µM; hits with a dose series show IC50 in µM. 200,000 compounds, 0.007% hits; in the data active = displacement above about 50%; also: a part of the inactive calls stands beside numbers as strong as those of hits
# PMI inhibitors: inhibitors of human PMI, primary screen, biochemical, fluorescence intensity, coupled assay (AID 1209); purified PMI enzyme, coupled fluorescence intensity; higher % means a stronger effect; 190,000 compounds, 0.42% hits; inhibition, % at 20 µM; hits with a dose series show IC50 in µM;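 also: plate controls were DMSO vehicle for no effect and wells lacking substrate for full effect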
# WT yeast gro inh mutant strain: second read-out of WT yeast gro inh, no call of its own (marks repeat the call); inhibition, %; mitochondrial fusion phenotypic screen, mutant strain inhibition
# Myeloid diff 2 GFP+ MAC1+ %: second read-out of Myeloid diff 2, no call of its own (marks repeat the call); GFP+ MAC1+ double positive, %; measured here: differentiation confirmed by MAC1 staining
# The depositor's hits bear a star; i = inactive; ? = inconclusive; . = not tested or not shown; + = active, no number. Rule as the data show it, unless noted: active = inhibition above about 50%; inactive = the rest. Compounds were not picked by outcome; any-hit rate near 3.1%.
SMILES,RSV antiviral HEp-2,WT yeast gro inh,WT yeast gro inh mutant strain,PMI inhibition,Myeloid diff 2,Myeloid diff 2 GFP+ MAC1+ %,PhoP inhibition,TNAP activators,SIAH1 antagonists,XIAP antagonists,PMI inhibitors
O=C(COC(=O)c1ccccc1)c1ccc(Br)cc1,2.0%,-3,8,10%,i,6.5,0%,1.1,1%,-5.8%,5%
CCCCCCc1cc2cc(S(=O)(=O)c3ccc(F)cc3)c(=O)oc2cc1O,21%,8,19,3%,i,0.6,-4%,1.2,6%,-3.4%,6%
Cc1ccc2oc(=O)c3cnn(CC(=O)NCCc4ccsc4)c3c2c1,2.0%,3,-8,-5%,i,1.8,3%,1.2,-1%,-9.9%,-7%
CCCCC1(Cc2ccc([N+](=O)[O-])cc2)C(=O)N(c2ccccc2)N(c2ccccc2)C1=O,20%,32,34,1%,i,0.3,-5%,1,4%,-2.6%,8%
CC(=O)C1=C(C)NC(=O)NC1c1ccccc1 (stereo unspecified),1.4%,-2,2,-6%,i,0.9,-6%,1.2,2%,0.6%,7%
CC1(C)Cc2ccccc2-c2nnc(SCC(=O)Nc3ccc4c(c3)OCO4)n21,4.1%,4,16,2%,?,.,-11%,1.1,-7%,-1.0%,4%
COC(=O)c1cc(F)c(-n2cncn2)c(F)c1,2.2%,-14,2,-4%,i,1.6,-3%,1.1,2%,-7.6%,-2%
O=C(O)C1CSC2(c3ccc(Br)cc3)CCC(=O)N12 (stereo unspecified),2.6%,14,-2,-6%,i,0.7,19%,1.2,1%,-1.5%,-12%
O=C(CCCSc1ccccc1)Nc1nc(-c2ccccn2)cs1,5.5%,69*,67*,-2%,i,0.4,10%,1.2,-5%,2.2%,1%
O=C(O)CCCCCNC(=O)c1cccc(Br)c1,3.2%,-13,-24,-6%,i,1.1,-5%,1.1,2%,-1.8%,-6%
Cc1cccn2cc(CNS(=O)(=O)c3ccc4ccccc4c3)nc12,3.9%,.,.,.,i,1.1,-2%,.,-6%,.,.
COc1ccc(Cl)cc1NC(=O)CSc1nnc(C)c(=O)n1N,1.5%,.,.,.,i,0.6,-7%,.,14%,.,.
CCOC(=O)c1c(-c2ccccc2)nc2ccccn12,-0.8%,83,89,6%,i,0.6,-1%,1,5%,-7.8%,5%
C/C(=N\NC(=O)C1CCCC1)c1ccc(Cl)c(Cl)c1,0.6%,.,.,.,i,0.8,-2%,.,9%,.,.
Cc1ccc(C(=O)NC2(C(Cl)Cl)N=C(c3ccccc3)N=C2N)cc1 (stereo unspecified),0.8%,-12,13,1%,i,0.2,-8%,1,3%,-8.6%,0%

# In a second layout: results already given.
compound	RSV antiviral HEp-2	WT yeast gro inh	WT yeast gro inh mutant strain	PMI inhibition	Myeloid diff 2	Myeloid diff 2 GFP+ MAC1+ %	PhoP inhibition	TNAP activators	SIAH1 antagonists	XIAP antagonists	PMI inhibitors
Cc1cccn2cc(CNS(=O)(=O)c3ccc4ccccc4c3)nc12	3.9%	.	.	.	i	1.1	-2%	.	-6%	.	.
COc1ccc(Cl)cc1NC(=O)CSc1nnc(C)c(=O)n1N	1.5%	.	.	.	i	0.6	-7%	.	14%	.	.

# The list continues:
SMILES,RSV antiviral HEp-2,WT yeast gro inh,WT yeast gro inh mutant strain,PMI inhibition,Myeloid diff 2,Myeloid diff 2 GFP+ MAC1+ %,PhoP inhibition,TNAP activators,SIAH1 antagonists,XIAP antagonists,PMI inhibitors
CCOc1ccc(/C=N/n2c(COc3ccccc3)n[nH]c2=S)cc1OC,11%,.,.,.,i,0.8,-3%,.,3%,.,.
COc1cc(/C=C2\SC(=S)N(CCC(=O)N3CCN(C)CC3)C2=O)cc(OC)c1OC,-0.5%,.,.,.,+,3.3*,-4%,.,-1%,.,.
CCC(O)c1c(-c2ccccc2)nn(C)c1Cl (stereo unspecified),-0.4%,-15,-2,2%,i,0.2,-6%,1.1,5%,-7.2%,1%
COC(=O)c1ncccc1SC,2.0%,8,14,17%,i,0.3,10%,1,3%,-28%,13%
Brc1ccc(-c2ccc(/C=N/Nc3nc4ccccc4[nH]3)o2)cc1,3.4%,81,84,-83%,i,1.3,1%,1.6,-5%,-8.1%,-44%
O=C(O)c1cc(Cl)c(Cl)cc1C(=O)N1CCCC1,-0.8%,-9,-37,0%,i,2.6,0%,1.1,3%,-1.6%,7%
COc1ccc(OC)c(N=C2C(=O)Nc3ccccc32)c1,1.0%,-24,-14,5%,i,2.1,1%,0.9,2%,-3.8%,16%
CCOc1ccc(OCCSc2nc3ccccc3[nH]2)cc1,-1.4%,8,-10,-1%,i,12,1%,1.2,-3%,-3.0%,5%
CN(CC(=O)Nc1cccc2c1CCCC2)S(=O)(=O)c1ccc(Br)cc1,0.4%,6,6,0%,i,0.4,24%,1.1,3%,-2.2%,4%
CCCc1nnc(SCC(=O)Nc2ccc(Cl)cc2Cl)o1,-0.3%,.,.,.,i,0.6,2%,.,-2%,.,.
O=C(CN1C(=O)S/C(=C/c2ccncc2)C1=O)N1CCOCC1,-0.4%,-9,-13,-6%,?,.,-3%,0.9,4%,-2.6%,-6%
Cc1ccc(C(=O)N2CCN(c3ccccc3)CC2)cc1C,3.9%,12,1,-12%,i,3.7,10%,1,-4%,-6.4%,1%
COCCNC(=O)c1cc2c3ccccc3n(C)c2s1,3.9%,6,3,8%,i,1.0,4%,1,1%,-7.3%,10%
CCCC(=O)c1c(NC(C)C)cc(C)oc1=O,3.3%,5,-11,-6%,i,11,20%,1.1,1%,-5.5%,-7%
CSc1cccc(NC(=S)N(Cc2ccc(C)cc2)Cc2ccccn2)c1,5.6%,29,-8,7%,i,1.0,-5%,1.1,8%,-0.8%,11%
Cc1ccccc1C(=O)Nc1nc(=S)ss1,3.1%,6,0,11%,i,0.7,-9%,1.1,-5%,-8.3%,41%
O=S(=O)(c1ccc2c(c1)OCCCO2)N1CCNCC1,0.4%,5,15,5%,i,1.7,-6%,1.1,4%,-0.1%,4%
O=C(Cn1ccc(C(F)(F)F)n1)N/N=C/c1ccc(N2CCOCC2)cc1,-1.6%,9,-2,-2%,i,0.5,5%,1.2,17%,-0.9%,0%
O=C(Nc1ccc2c(c1)OCCO2)C1CCCN1C(=O)Nc1ccc(F)cc1 (stereo unspecified),0.5%,.,.,.,i,1.5,10%,.,1%,.,.
CC(=O)c1ccc(OCc2cc(C(=O)N(C)CCOc3ccc(C)cc3)no2)cc1,7.0%,.,.,.,i,0.3,6%,.,2%,.,.
CCOc1ccc(OCCOCCN2CCCC2)cc1,0.2%,.,.,.,i,0.4,0%,.,-2%,.,.
N#CC1=C(S)N(c2ccccc2)C(c2cccs2)NC1=O (stereo unspecified),1.2%,12,23,-16%,i,4.1,-4%,1.1,-4%,-0.4%,-9%
O=c1cc(O)n(-c2ccccc2)c(=S)[nH]1,1.9%,-22,20,-37%,i,0.9,-7%,1.1,8%,-2.7%,-27%
COc1ccc(N2CCN(C(=O)c3cccc(Br)c3)CC2)c([N+](=O)[O-])c1,?,36,21,12%,i,0.5,-9%,1.1,5%,-4.6%,17%
O=C(COC(=O)C1CCN(S(=O)(=O)c2cccs2)CC1)c1ccccc1,0.9%,-19,13,-13%,i,0.6,5%,1,3%,-4.6%,-11%
CC(=O)N(Cc1ccccc1)c1ccccc1C(=O)O,-0.2%,.,.,.,i,0.7,-7%,.,12%,.,.
Cc1ccc(CNC(=O)c2cc3c(=O)n(C)c4ccccc4c3n2C)cc1,0.8%,-4,-7,1%,i,1.9,4%,1.2,1%,-3.8%,-3%
Cc1ccc(S(=O)(=O)N2CCN(c3ccc4nnc(-c5ccccc5)n4n3)CC2)cc1,.,32,-7,11%,i,2.1,3%,1,-3%,-11%,13%
O=S(=O)(NCC1CCCO1)c1cc(Br)c(Br)s1 (stereo unspecified),-0.7%,1,-11,6%,i,0.5,-10%,1,6%,-3.4%,8%
O=C(OCCCN1CCOCC1)c1ccc(O)c(O)c1,-0.6%,.,.,.,i,0.9,-6%,.,-6%,.,.

# Copied from the list:
# In SIAH1 antagonists, CC(=O)N(Cc1ccccc1)c1ccccc1C(=O)O has the entry 12%
# In PhoP inhibition, CC(=O)C1=C(C)NC(=O)NC1c1ccccc1 (stereo unspecified) has the entry -6%
# In XIAP antagonists, CCOc1ccc(OCCSc2nc3ccccc3[nH]2)cc1 has the entry -3.0%
# In WT yeast gro inh, O=C(COC(=O)C1CCN(S(=O)(=O)c2cccs2)CC1)c1ccccc1 has the entry -19

# In a second layout: 4 of the compounds above.
> O=C(O)c1cc(Cl)c(Cl)cc1C(=O)N1CCCC1
- RSV antiviral HEp-2: -0.8%
- WT yeast gro inh: -9
- WT yeast gro inh mutant strain: -37
- PMI inhibition: 0%
- Myeloid diff 2: i
- Myeloid diff 2 GFP+ MAC1+ %: 2.6
- PhoP inhibition: 0%
- TNAP activators: 1.1
- SIAH1 antagonists: 3%
- XIAP antagonists: -1.6%
- PMI inhibitors: 7%

> COc1ccc(OC)c(N=C2C(=O)Nc3ccccc32)c1
- RSV antiviral HEp-2: 1.0%
- WT yeast gro inh: -24
- WT yeast gro inh mutant strain: -14
- PMI inhibition: 5%
- Myeloid diff 2: i
- Myeloid diff 2 GFP+ MAC1+ %: 2.1
- PhoP inhibition: 1%
- TNAP activators: 0.9
- SIAH1 antagonists: 2%
- XIAP antagonists: -3.8%
- PMI inhibitors: 16%

> CCOc1ccc(OCCSc2nc3ccccc3[nH]2)cc1
- RSV antiviral HEp-2: -1.4%
- WT yeast gro inh: 8
- WT yeast gro inh mutant strain: -10
- PMI inhibition: -1%
- Myeloid diff 2: i
- Myeloid diff 2 GFP+ MAC1+ %: 12
- PhoP inhibition: 1%
- TNAP activators: 1.2
- SIAH1 antagonists: -3%
- XIAP antagonists: -3.0%
- PMI inhibitors: 5%

> CN(CC(=O)Nc1cccc2c1CCCC2)S(=O)(=O)c1ccc(Br)cc1
- RSV antiviral HEp-2: 0.4%
- WT yeast gro inh: 6
- WT yeast gro inh mutant strain: 6
- PMI inhibition: 0%
- Myeloid diff 2: i
- Myeloid diff 2 GFP+ MAC1+ %: 0.4
- PhoP inhibition: 24%
- TNAP activators: 1.1
- SIAH1 antagonists: 3%
- XIAP antagonists: -2.2%
- PMI inhibitors: 4%
